M4 PAM – CHRM4 positive allosteric modulation | P08173 | CHO-K1 hM4/Gqi5, Fluo-8 calcium fluorescence, ACh EC20; 0% = ACh EC20, 100% = maximal ACh | activation, % at 3 µM | 0.4% of 360,000 active;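 active = activation above its plate's cutoff, the mean activation of sample wells plus 3 SD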; note: some results filed as inactive read as strong as hits
Target sequence (P08173 whole entry, looked up): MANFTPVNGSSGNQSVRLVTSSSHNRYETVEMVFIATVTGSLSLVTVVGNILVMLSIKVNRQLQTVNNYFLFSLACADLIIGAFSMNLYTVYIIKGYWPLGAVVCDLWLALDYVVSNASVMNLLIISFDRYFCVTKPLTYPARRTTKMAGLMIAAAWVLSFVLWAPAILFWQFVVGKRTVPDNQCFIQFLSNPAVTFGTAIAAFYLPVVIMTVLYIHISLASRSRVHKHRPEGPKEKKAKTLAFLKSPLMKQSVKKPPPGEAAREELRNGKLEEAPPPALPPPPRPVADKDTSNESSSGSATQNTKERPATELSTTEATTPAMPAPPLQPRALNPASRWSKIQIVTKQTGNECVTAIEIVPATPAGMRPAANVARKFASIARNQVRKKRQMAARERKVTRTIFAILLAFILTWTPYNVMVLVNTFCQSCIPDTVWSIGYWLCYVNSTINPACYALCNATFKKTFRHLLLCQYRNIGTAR
TAAR1 ag – human TAAR1 agonism | CHO RD-HGA16 TAAR1, Fluo-8 calcium fluorescence; vehicle wells 0%, saturating PEA agonist 100% | activation, % at 3 µM | 0.99% of 360,000 active | Q96RJ0;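 active = activation above the mean activation of all test compounds in the run plus 3 SD, cut at about 38% in these data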
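Test system: RD-HGA16 (CHO) cells co-expressing Gα16 and hTAAR1; dosing: one-point dosing at 3 µM (nominal); timing: 17-24 h seeding, 75 min 37 °C dye, 30 min RT; signal: kinetic Fluo-8 calcium fluorescence; read-out basis: % activation relative to PEA EC100 response; controls: DMSO and PEA EC100; replicates: n 1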
M5 PAM – potentiates acetylcholine response at human M5 receptor; P08912; CHO-K1 hM5, Fluo-8 calcium, ACh EC20 PAM; 0% = ACh EC20, 100% = ACh EC100; activation, % at 3 µM; 0.3% of 360,000 active;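 active = activation above the run cutoff, the mean activation of all test compounds plus 3 SD, cut at about 18% in these data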
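system = human M5 receptor in CHO-K1 cells | compound = one concentration, 3 µM final (nominal) | schedule = Post-acetylcholine fluorescence recording 140 s | signal = Fluo-8 calcium dye fluorescence, kinetic read | benchmarks = low control EC20 acetylcholine (0%), high control EC100 acetylcholine (100%) | repeats = singlicate, one well per test compound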
CHRM5 agonist – CHRM5 agonism in calcium assay; 0.19% of 360,000 active; CHO-K1 hM5 cells, Fluo-8 calcium fluorescence; 0% DMSO wells, 100% maximal acetylcholine response; activation, % at 3 µM;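 active = activation above the run's mean over test compounds plus 3 SD, cut at about 23% in these data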;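 note: signal is peak over basal fluorescence ratio across the kinetic read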
M5 antag – blocks acetylcholine activation of human M5 receptor; CHO-hM5 cells, Fluo-8 calcium fluorescence, ACh EC80; inhibition, % at 3 µM; 0.59% of 360,000 active; AID 624040;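 active = inhibition above a per-plate cutoff, the mean of that plate's test compounds plus 3 SD, cut at about 27% in these data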;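 note: 0% = acetylcholine EC80 with DMSO and 100% = DMSO without agonist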
CRFBP-R2 agonist – CRF-BP/CRF-R2 complex agonism. activation, % at 13.2 µM. 0.46% of 350,000 active. HEK293 CRF-R2/CRF-BP, calcium dye fluorescence (FLIPR); percent of saturating CRF peptide response;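 active = activation of at least 50%, plus an integration ratio under a set limit after plate pattern correction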;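 note: plate controls were neutral control wells without compound for no effect and CRF at EC100 for full effect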
CHO-K1 Ca PAM – counter-screen for M1 PAMs: effect in parental CHO-K1 cells; ATP EC20, Fluo-8 calcium fluorescence; 0% at ATP EC20, 100% at ATP max; activation, % at 3 µM; 0.02% of 360,000 active; AID 602247;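 active = activation above the run cutoff, the mean activation of all test compounds plus 3 SD, cut at about 40% in these data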;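 note: peak over basal fluorescence ratio in a 140 s read after ATP addition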
TAAR1 antagonist – antagonists of human TAAR1. CHO RD-HGA16 TAAR1, Fluo-8 calcium fluorescence, antagonist. 1.5% of 360,000 active. inhibition, % at 3 µM;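 active = inhibition above a per-plate cutoff, the mean inhibition of test compounds on that plate plus 3 SD, cut at about 49% in these data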;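 note: 0% = DMSO plus EC80 beta-PEA response and 100% = DMSO alone without agonist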
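Test system – hTAAR1-expressing CHO RD-HGA16 cells, Gα16-coupled · Reagent – β-PEA at EC80 concentration, post-compound challenge · Compound dosing – 3 µM, single point · Timing – 140 s kinetic read after compound, 140 s after agonist · Detection – Fluo-8 intracellular calcium dye fluorescence, real-time kinetic reads · Control set – DMSO and EC80 PEA controls · Repeats – n of 1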
CRFBP-R2 block – blocks CRF-induced signaling of the CRF-BP/CRF-R2 complex. HEK293 CRF-R2/CRF-BP, CRF-induced calcium fluorescence. inhibition, % at 11.8 µM. 0.59% of 350,000 active. AID 588475;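 active = inhibition of the ligand-induced calcium signal above about 50% at the single tested concentration, limit read from the data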
The depositor's hits bear a star; / = not tested or not shown.

SMILES	M4 PAM	TAAR1 ag	M5 PAM	CHRM5 agonist	M5 antag	CRFBP-R2 agonist	CHO-K1 Ca PAM	TAAR1 antagonist	CRFBP-R2 block
CCNC(=O)C1CC(=O)N(CC)C(=Nc2cc(Cl)c(O)c(Cl)c2)S1 (stereo unspecified)	6	0	-5	-2	-1	1.0	-8	-17	-33
Cc1cccc(NC(=O)Cc2c(F)cccc2Cl)n1	-3	6	-6	-1	17	0.6	-20	-7	-2
Cc1csc(SCC(=O)NC(=O)NCCC(C)C)n1	3	7	-1	-3	13	-1.2	-12	-1	-12
CCOC(=O)N1CCN(C(=O)c2ccc3c(=O)n(CCc4ccc(OC)c(OC)c4)c(=O)[nH]c3c2)CC1	-5	3	3	-7	-4	-2.0	10	-1	5
CC(C)NC(=O)COC(=O)c1ccccc1CSC1=NCCS1	-4	5	0	0	-5	0.5	-2	-1	1
OCCSc1nncn1/N=C/c1c[nH]c2ccccc12	10	12	1	-1	-1	-1.2	11	17	0
Cc1ccc(-n2c(SCC(=O)OC(C)C)nnc2-c2ccccn2)cc1	-1	5	5	0	-4	0.4	8	-3	-8
COc1ccc(CNC(=O)c2coc(=O)c3ccccc23)cc1	5	4	1	1	6	0.2	14	-5	7
COc1cccc(C(c2c(C)[nH]n(-c3ccccc3)c2=O)c2c(C)[nH]n(-c3ccccc3)c2=O)c1OC	2	19	-1	5	6	-2.5	12	21	12
COc1cc(-n2c(-c3ccccc3)n[nH]c2=S)c(OC)cc1Cl	0	5	-2	-6	-8	-1.3	17	-3	-8
Cc1cc(C(=O)OCC(=O)Nc2ccccc2)c(C)o1	-2	7	2	4	-4	4.1	-6	-28	-34
O=C(Cn1cnc2c(cnn2-c2ccc(F)cc2)c1=O)N1CCN(c2ccccc2)CC1	9	1	5	3	-3	1.0	13	-2	-9
CCCC(=O)Nc1ccc(Cl)c(NC(=O)C(C)(C)C)c1	4	7	0	2	6	-0.8	14	18	-1
O=C(c1ccc(-n2c(SCc3cc(F)ccc3F)nc3ccccc3c2=O)cc1)N1CCOCC1	12	2	4	-3	-3	8.2	-3	-12	17
CC(C)Cc1nnc(NC(=O)CCC(=O)NC2CC2)s1	-1	2	-3	-3	9	0.5	13	-12	-6
COc1ccc(NC(=O)CSc2nnc(-c3ccccc3F)n2C2CC2)cc1S(N)(=O)=O	3	1	5	4	-3	-1.7	6	-9	15
O=C(CN(Cc1ccc(Br)cc1)S(=O)(=O)c1ccccc1)NCC1CCCO1 (stereo unspecified)	1	0	-5	-5	14	-1.9	-23	-5	-2
ONC(=Nc1ccccc1)c1ccc(Cl)cc1	4	3	5	-5	-4	-0.4	26	6	27
COc1ccc(C2c3ccc(O)cc3Oc3ncn(CCCO)c(=N)c32)cc1OC (stereo unspecified)	9	1	9	6	-10	0.1	12	-6	-4
CCN(CC(=O)Nc1ccccc1OC)C(=O)c1cccc(-n2cccc2)c1	-1	2	2	0	-4	-2.5	3	4	-1
COC(=O)[C@@]1(Cc2ccc(OC)cc2)[C@H]2c3cc(C(=O)N4CCCC4)n(Cc4ccc(Cl)c(C(F)(F)F)c4)c3C[C@H]2CN1C(=O)c1ccccc1	6	2	-6	0	-5	/	23	-30	/
CCOC(=O)c1nn(-c2ccccc2F)c(-c2ccccc2)c1C(=O)c1ccccc1	-9	5	-9	-2	2	4.5	14	56*	25
CCOC(=O)N1CCC(N2CCN(S(=O)(=O)c3ccc(NC(C)=O)cc3)CC2)CC1	3	2	-2	-1	1	-0.6	-15	-14	12
S=C(NCc1ccco1)NCC1CCCO1 (stereo unspecified)	13	16	8	-1	-1	2.7	11	2	-30
COc1cccc(NC(=O)c2sc3nc(N4CCOCC4)c4c(c3c2N)CCCC4)c1	3	-1	-7	-5	16	1.6	17	-20	-9
O=c1cc(O)n(-c2ccc(F)cc2)c(=S)[nH]1	3	1	-2	1	16	-0.5	-9	-4	-17
COc1ccc2[nH]c(=O)c(CN(CCc3ccccc3)C(C)=O)cc2c1	-4	13	-6	-1	6	-1.1	17	44	-8
Cn1ncc2c(O/N=C(\N)c3ccc(C(F)(F)F)cc3)ncnc21	22	2	-6	3	10	0.9	18	-9	-18

Entries of single compounds, quoted from the list. Values in the order: M4 PAM	TAAR1 ag	M5 PAM	CHRM5 agonist	M5 antag	CRFBP-R2 agonist	CHO-K1 Ca PAM	TAAR1 antagonist	CRFBP-R2 block
Cc1ccc(-n2c(SCC(=O)OC(C)C)nnc2-c2ccccn2)cc1 is listed as -1	5	5	0	-4	0.4	8	-3	-8
COc1cc(-n2c(-c3ccccc3)n[nH]c2=S)c(OC)cc1Cl is listed as 0	5	-2	-6	-8	-1.3	17	-3	-8
CC(C)Cc1nnc(NC(=O)CCC(=O)NC2CC2)s1 is listed as -1	2	-3	-3	9	0.5	13	-12	-6
Cc1cccc(NC(=O)Cc2c(F)cccc2Cl)n1 is listed as -3	6	-6	-1	17	0.6	-20	-7	-2

3 compounds from above, ordered by their value in M4 PAM, ascending.
mol | M4 PAM | M5 PAM | CHRM5 agonist | M5 antag | CRFBP-R2 agonist | TAAR1 antagonist | CRFBP-R2 block
Cc1csc(SCC(=O)NC(=O)NCCC(C)C)n1 | 3 | -1 | -3 | 13 | -1.2 | -1 | -12
COC(=O)[C@@]1(Cc2ccc(OC)cc2)[C@H]2c3cc(C(=O)N4CCCC4)n(Cc4ccc(Cl)c(C(F)(F)F)c4)c3C[C@H]2CN1C(=O)c1ccccc1 | 6 | -6 | 0 | -5 | / | -30 | /
O=C(Cn1cnc2c(cnn2-c2ccc(F)cc2)c1=O)N1CCN(c2ccccc2)CC1 | 9 | 5 | 3 | -3 | 1.0 | -2 | -9

Retrieved by compound from the entries so far:
SMILES	M4 PAM	TAAR1 ag	M5 PAM	CHRM5 agonist	M5 antag	CRFBP-R2 agonist	CHO-K1 Ca PAM	TAAR1 antagonist	CRFBP-R2 block
COC(=O)[C@@]1(Cc2ccc(OC)cc2)[C@H]2c3cc(C(=O)N4CCCC4)n(Cc4ccc(Cl)c(C(F)(F)F)c4)c3C[C@H]2CN1C(=O)c1ccccc1	6	2	-6	0	-5	/	23	-30	/
COc1ccc(NC(=O)CSc2nnc(-c3ccccc3F)n2C2CC2)cc1S(N)(=O)=O	3	1	5	4	-3	-1.7	6	-9	15
O=C(Cn1cnc2c(cnn2-c2ccc(F)cc2)c1=O)N1CCN(c2ccccc2)CC1	9	1	5	3	-3	1.0	13	-2	-9
Cc1cc(C(=O)OCC(=O)Nc2ccccc2)c(C)o1	-2	7	2	4	-4	4.1	-6	-28	-34
